# Bcl-xL primary = blocks human Bcl-xL binding to Bim BH3 peptide; GST-Bcl-xL / FITC-Bim BH3 peptide fluorescence polarization; inhibition, % at 10.9 µM; AID 2129; 320,000 tested, 0.7% active;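 active means inhibition above the mean of all tested compounds plus 3 SD, cutoff set per campaign, cut at about 30% in these data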;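 further: 0% = DMSO wells and 100% = unlabeled Bim-BH3 peptide competitor; inhibitors lower millipolarization by displacing the labeled peptide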
# GLD-1 RNA inh = GLD-1-TGE RNA interaction inhibition (C. elegans); Q17339; purified GLD-1 + fluorescein TGE RNA, fluorescence polarization; inhibition, % at 5.96 µM; 320,000 tested, 0.44% active;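 active means percent inhibition above a per-plate cutoff, the plate mean of test compounds plus 3 SD, cut at about 30% in these data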;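 further: 0% = DMSO wells with GLD-1 and probe and 100% = wells lacking GLD-1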
# Fam108B counter = Fam108B inhibition, counter-screen for RBBP9 inhibitors | recombinant Fam108B, FP-Rh probe fluorescence polarization | inhibition, % at 9.51 µM | 300,000 tested, 0.33% active | AID 1947;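 active means inhibition above the screen mean inhibition plus 3 SD, computed separately per campaign, cut at about 18% in these data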;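 further: inhibitors lower polarization as less probe binds the enzyme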
# CIT2-GFP yeast = alters CIT2-GFP fluorescence in TOR pathway yeast screen; S. cerevisiae CIT2-GFP strain, flow cytometry, 3 h; 100 means same as DMSO wells; GFP response vs DMSO, % at 10 µM; 320,000 tested, 0.065% active;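 active means GFP response relative to DMSO above a set limit, near the screen mean plus 3 SD, cut at about 150% in these data; inconclusive means Fewer than 70 cells measured for a yeast strain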;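 further: ratio of well median GFP fluorescence to mean of DMSO wells on the plate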
# GRK2 inh = inhibitors of human GRK2 displacing RNA aptamer; P25098; 330,000 tested, 0.59% active; bead flow cytometry, FAM-aptamer displacement from GRK2; inhibition of aptamer binding, % at 10 µM; AID 488847;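 active means inhibition of aptamer binding above 40%, roughly 3 SD of noise, on plates passing a quality check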;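 further: median bead fluorescence of bound FAM aptamer so fluorescent compounds give negative values; no value below 0 was filed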
# VLA-4 inh = inhibition in a human VLA-4 binding assay; VLA-4 expressing cells, ligand binding flow cytometry; 330,000 tested, 0.2% active; inhibition, % (about 7 µM as worked out from the volumes in the protocol); in the data active means inhibition above about 50%
# Target sequence (P13612 whole entry, looked up): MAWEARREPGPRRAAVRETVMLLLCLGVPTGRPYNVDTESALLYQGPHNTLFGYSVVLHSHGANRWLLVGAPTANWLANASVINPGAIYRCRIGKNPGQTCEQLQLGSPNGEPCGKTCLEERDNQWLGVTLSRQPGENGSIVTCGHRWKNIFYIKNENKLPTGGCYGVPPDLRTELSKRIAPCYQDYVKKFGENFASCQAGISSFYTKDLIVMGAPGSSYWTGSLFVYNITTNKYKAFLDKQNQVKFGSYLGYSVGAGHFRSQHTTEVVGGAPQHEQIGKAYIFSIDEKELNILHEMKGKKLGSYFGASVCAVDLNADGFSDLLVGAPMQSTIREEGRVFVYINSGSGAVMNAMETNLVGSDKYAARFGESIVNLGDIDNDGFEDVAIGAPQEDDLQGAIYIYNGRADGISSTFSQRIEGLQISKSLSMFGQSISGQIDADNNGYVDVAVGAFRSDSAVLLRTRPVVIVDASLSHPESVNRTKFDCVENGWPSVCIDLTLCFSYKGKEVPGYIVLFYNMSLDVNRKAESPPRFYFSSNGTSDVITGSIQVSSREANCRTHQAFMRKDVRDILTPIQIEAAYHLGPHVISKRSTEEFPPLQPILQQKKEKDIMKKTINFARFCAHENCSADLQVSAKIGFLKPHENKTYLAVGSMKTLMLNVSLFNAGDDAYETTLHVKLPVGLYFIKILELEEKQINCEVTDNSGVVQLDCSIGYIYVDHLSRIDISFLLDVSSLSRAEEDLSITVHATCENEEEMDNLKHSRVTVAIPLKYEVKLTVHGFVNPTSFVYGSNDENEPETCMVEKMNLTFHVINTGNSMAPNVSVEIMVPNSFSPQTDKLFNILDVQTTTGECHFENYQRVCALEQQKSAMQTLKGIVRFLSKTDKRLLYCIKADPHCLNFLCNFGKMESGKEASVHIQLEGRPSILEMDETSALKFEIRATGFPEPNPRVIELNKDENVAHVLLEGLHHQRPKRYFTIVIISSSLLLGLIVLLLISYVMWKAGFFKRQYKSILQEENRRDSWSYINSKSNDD
# MCL1-BIM inh = inhibitors of human MCL1 binding to BIM-BH3 peptide; Q07820; GST-MCL1 / FITC-Bim-BH3 fluorescence polarization; inhibition, % at 10.9 µM; 320,000 tested, 0.68% active; AID 2057;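 active means inhibition above the mean inhibition of all tested compounds plus 3 SD, set per campaign, cut at about 40% in these data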;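 further: 0% = DMSO wells and 100% = unlabeled Bim-BH3 peptide control; higher means more loss of mP so more displacement of Bim peptide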
# AGP1 TOR yeast = yeast TOR pathway AGP1-GFP modulation; S. cerevisiae AGP1-GFP multiplex flow cytometry, 3 h; GFP as percent of DMSO wells; GFP response vs DMSO, % at 10 µM; 320,000 tested, 0.02% active;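 active means GFP response relative to DMSO above a set limit, near screen average plus 3 SD, cut at about 150% in these data; inconclusive means fewer than 70 cells counted for the yeast strain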;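 further: median GFP channel fluorescence of the gated AGP1 strain per well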
# MEX-5 binding = C. elegans MEX-5 TCR-2 RNA binding activity. activity score (negative = inhibition of binding), % at 10 µM. MEX-5/FITC-TCR2 RNA binding, fluorescence polarization; hits give low values. 300,000 tested, 0.38% active. AID 1832;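 active means inhibition past about -25% in most replicates, and total fluorescence under double the plate's negative control median, limit read from the data; inconclusive means replicates evenly split on the limit, or fluorescence at least double controls; inactive means too little inhibition in most replicates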;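 further: 0% = DMSO and -100% = 5 µM competing unlabeled TCR2 RNA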
# Numbers without * were called inactive; ? = inconclusive; . = not tested or not shown; [ ] = another dose, or the depositor's remark. Only part of the results is shown; the hit share may differ from the screen's.
SMILES,Bcl-xL primary,GLD-1 RNA inh,Fam108B counter,CIT2-GFP yeast,GRK2 inh,VLA-4 inh,MCL1-BIM inh,AGP1 TOR yeast,MEX-5 binding
CC(C)C(=O)Nc1ccc(S(=O)(=O)N2CC3CC(C2)c2cccc(=O)n2C3)cc1 (stereo not given),-1.1,0.3,5.1,94.7,0.0,3.5,-8.6,98.7,-0.8
S=P(Nn1cnnc1)(c1ccc(Br)cc1)c1ccc(Br)cc1,3.3,-0.7,0.0,104.1,1.0,-5.1,-11.9,107.6,-0.5
Oc1ccccc1C1NCc2ccccc2-n2cccc21 (stereo not given),-3.4,3.4,-1.7,107.3,0.0,31.1,-1.8,99.3,1.3
O=CC(Cl)P(=O)(N1CCCCC1)N1CCCCC1 (stereo not given),0.5,3.3,1.0,101.3,0.0,4.4,0.5,102.4,3.9
CCOCCCNC(=O)CN1C2CCC1CC(O)(c1ccc(OC)cc1)C2 (stereo not given),4.8,6.5,-1.1,106.4,0.0,9.3,5.6,104.9,0.8
COc1ccccc1-n1c(-c2ccoc2)nc2ccccc2c1=O,-0.2,-2.2,4.4,101.0,0.0,1.4,-4.5,96.7,0.6
COc1cccc(OC)c1C(=O)NC(=S)N1C[C@H]2C[C@H](C1)c1cccc(=O)n1C2,4.3,6.5,1.5,108.4,2.0,8.4,9.6,104.0,0.6
C=CCn1c(O)c(/C=N/NC(=O)c2ccncc2)c(=O)[nH]c1=O,0.4,-8.9,0.8,94.9,0.0,0.0,9.7,100.6,.
Cc1c(C)c2cc(Cl)c(OCC(=O)N3C[C@H]4C[C@@H](C3)c3cccc(=O)n3C4)cc2oc1=O,3.5,-2.4,-0.8,97.1,1.0,4.5,-1.1,99.9,0.1
CSCc1nnc2n1-c1ccc(Cl)cc1C(c1ccccc1)=NC2,1.3,5.7,4.7,95.1,1.0,7.8,2.0,94.9,1.1
COC(=O)C1=C(c2ccc(OC)c(OC)c2)C[C@@H]2CC[C@H]1N2C(=O)NCc1ccco1,0.9,-4.1,.,91.0,2.0,21.8,2.4,80.4,.
CCCCn1c(=O)c(C(=O)Nc2ccccc2S(N)(=O)=O)c(O)c2ccccc21,2.6,-5.4,-0.7,103.7,0.0,-3.4,10.9,101.6,1.8
CCCCC(=O)N/N=C/c1c(O)n(CCc2ccccc2)c(=O)[nH]c1=O,6.0,-2.1,0.1,100.0,0.0,3.2,13.9,105.3,-3.2
COc1ccc(-c2nc(CS(=O)CC(=O)N3CCC4(CC3)OCCO4)c(C)o2)cc1 (stereo not given),6.6,9.2,4.8,94.0,0.0,4.6,4.9,105.4,-1.1
COc1ccccc1N1CCN(Cc2ccc(SC)cc2)CC1,4.7,-0.3,-3.8,100.0,0.0,12.7,1.4,101.1,-0.2
CCN(CC)C(=O)c1ccc2c(c1)C1C(Cl)C(Sc3ccccc3[N+](=O)[O-])CC1C(C(=O)O)N2 (stereo not given),86.2*,17.2,46.6*,95.3,14.0,-0.6,95.2*,102.0,-56.0*
Cc1nn(Cc2c(Cl)cccc2Cl)c(Cl)c1C(=O)O,5.3,2.6,-0.9,97.9,0.0,-5.6,2.9,93.8,-1.4
CN1c2ccc([N+](=O)[O-])cc2CC2(C(=O)NC(=O)NC2=O)C1c1ccccc1 (stereo not given),-0.2,-2.4,2.8,95.6,0.0,3.7,2.7,93.4,-1.7
Cc1nn(Cc2ccccc2)c(C)c1C(=O)OCC(=O)Nc1cc(S(C)(=O)=O)ccc1Cl,-3.5,2.5,-0.8,101.2,0.0,24.7,-6.7,102.6,3.6
O=c1[nH]c(O)c(C=Nc2cc(F)cc(F)c2)c(=O)[nH]1,0.2,-9.2,-2.0,96.9,3.0,-1.6,2.3,97.4,-2.8
O=C(c1ccccc1F)c1cn(CC(=O)N2CCCC2)c2ccccc12,3.0,-1.4,4.1,88.3,0.0,-13.0,4.6,98.7,0.5
CN(C)C(Cc1ccccc1)C(=O)c1c[nH]c2ccccc12 (stereo not given),5.6,-7.2,1.1,99.0,0.0,3.3,-3.2,99.2,0.8
CC(N)C(=O)c1ccco1 (stereo not given),0.3,6.6,5.5,110.0,1.0,17.1,-5.1,112.9,1.6
CCc1ccccc1NC(=O)CNC1CCCCC1,10.9,7.3,-3.1,102.1,0.0,-4.5,-1.4,98.6,-3.5
O=C1NC(=S)N(c2ccc(Br)cc2)C(=O)/C1=C/N1CCN(C(=O)c2ccco2)CC1,-48.4,-41.2,-18.1,100.3,2.0,-14.8,-71.0,98.3,0.9

# The list goes on:
SMILES,Bcl-xL primary,GLD-1 RNA inh,Fam108B counter,CIT2-GFP yeast,GRK2 inh,VLA-4 inh,MCL1-BIM inh,AGP1 TOR yeast,MEX-5 binding
CN(C)P(=S)(Nc1ccccc1)C(Cl)(Cl)Cl (stereo not given),3.9,1.1,-1.7,.,0.0,12.0,4.3,101.8,0.7
O=C(c1ccccc1)c1ccccc1N=Cc1c(O)[nH]c(=O)[nH]c1=O,-12.6,-5.4,1.0,98.1,0.0,29.0,-5.2,101.4,-0.5
Nc1c(C(=O)NCCc2ccccc2)c2nc3ccccc3nc2n1CCN1CCOCC1,6.9,3.6,11.1,98.6,2.0,-6.3,10.2,98.5,-0.2
CCOC(=O)CNC(=O)CSP(=S)(OCC)OCC,5.3,1.2,0.1,94.2,2.0,5.6,5.6,100.5,2.6
CCCCc1ccc2[nH]cc(CCN)c2c1,0.3,-5.4,-3.4,97.3,0.0,17.1,2.6,100.0,0.1
Cc1ccc(-c2cc(-c3ccc(C)cc3)[n+](-c3ccc(C(=O)[O-])cc3)c(-c3ccc(C)cc3)c2)cc1,2.6,-0.2,-7.6,102.5,0.0,36.7,-2.5,106.6,-3.4
CCCCCCC(C)(C)c1ccc([C@@H]2C[C@H](O)CC[C@H]2CCCO)c(O)c1,2.3,5.3,1.5,81.0,0.0,0.7,5.3,86.4,.
Cn1c(O)c(/C=N/N2CCOCC2)c(=O)n(C)c1=S,1.6,2.9,-1.3,101.9,0.0,21.8,2.6,102.0,-2.0
C[N+]12CCC(CC1)C(C#N)(N1CCOCC1)C2 (stereo not given),-12.3,2.1,1.6,97.9,0.0,16.8,-22.4,104.3,-0.2
COc1ccc(C(=O)N2C[C@H]3C[C@@H](C2)c2cccc(=O)n2C3)cc1OC,5.7,-6.5,0.4,106.7,2.0,-12.7,1.5,102.9,1.7
COC(=O)C1=C(c2ccc(Cl)c(C(F)(F)F)c2)C[C@@H]2CC[C@H]1N2C(=O)NC1CC1,0.5,0.8,.,99.1,0.0,17.2,-4.2,101.8,.
Cc1ccc2c(c1)=C/C(=C\c1c(O)[nH]c(=O)[nH]c1=O)C(=O)N=2,1.9,-4.0,1.7,111.9,1.0,4.8,-10.3,110.5,0.0
COc1cccc(C2(O)CCN(Cc3ccncc3)CC2)c1,1.7,7.8,-2.2,98.0,2.0,3.4,-2.5,99.7,0.7
Cc1ccc(-n2c(O)c(C=Nc3ccc(Br)cn3)c(=O)[nH]c2=O)cc1,-4.1,-9.3,-1.0,100.2,0.0,13.5,-11.0,98.9,-6.5
COC(=O)c1ccccc1NC(=O)N1C[C@@H]2C[C@@H](C1)c1cccc(=O)n1C2,0.8,5.4,-1.6,111.1,0.0,-12.0,-0.8,113.5,-2.4
O=C(Cn1cc(C(=O)c2ccccc2F)c2ccccc21)NC1CC1,1.2,-0.6,3.2,119.8,2.0,7.0,1.2,119.7,-0.8
O=C(C1CCN(S(=O)(=O)c2ccccc2)CC1)N1CCC2(CC1)OCCO2,4.3,-0.1,-3.3,?,0.0,10.9,-2.5,28.8[may fluoresce violet],0.3
COc1ccc(CN2C(=O)NC(=O)/C(=C\c3ccco3)C2=O)cc1,-30.2,-52.7,7.1,.,38.0,13.2,-21.1,89.7,-46.4*
COc1ccc(N2C(=O)NC(=O)/C(=C/c3ccc4c(c3)Cc3ccccc3-4)C2=O)cc1,-10.4,-21.6,2.1,106.3,2.0,6.3,-13.0,104.0,-13.9
Cc1ccsc1CNCCc1ccccc1F,7.8,0.7,-1.5,114.3,1.0,-26.1,0.3,103.0,0.0
CC(C)(C)c1cc(C=C(C#N)C#N)cc(C(C)(C)C)c1O,-3.3,-8.9,13.3,102.3,0.0,-31.9,1.4,94.4,.
COc1ccc(N=Cc2c(O)n(Cc3ccccc3)c(=S)[nH]c2=O)c(OC)c1,7.2,4.5,-2.6,104.1,1.0,-8.2,3.9,110.7,-57.5*
Cc1cc(C(=O)O)c(C)n1C1CC1,7.0,2.1,-2.5,82.9,5.0,-1.8,2.2,100.8,3.6
CCOC(=O)c1c(C)n(CCOC)c2ccc(O)cc12,9.0,5.3,1.7,88.6,0.0,4.4,11.8,100.2,1.6
CCC/C=C(\CCC)C(NP(=O)(c1ccccc1)c1ccccc1)c1ccccc1 (stereo not given),-2.0,2.9,-0.3,85.7,3.0,12.3,-8.8,81.1,-0.4

# The results go on:
SMILES,Bcl-xL primary,GLD-1 RNA inh,Fam108B counter,CIT2-GFP yeast,GRK2 inh,VLA-4 inh,MCL1-BIM inh,AGP1 TOR yeast,MEX-5 binding
Cc1cccc(OP(N)(=O)Oc2cccc(C)c2)c1,2.3,14.2,0.8,82.2,0.0,8.3,2.4,100.8,-2.2
O=C1C2CCCN2C(c2ccc(Cl)c(Cl)c2)N1c1ccccn1 (stereo not given),3.0,2.6,-1.6,93.7,1.0,-1.4,4.0,98.1,-0.8
Cc1ccc(CS(=O)(=O)CCC(=O)N2CCC3(CC2)OCCO3)cc1,0.5,-0.3,-2.0,107.6,4.0,-6.5,5.7,109.7,-5.7
O=C(Cc1ccccc1)N1CCN(Cc2ccccc2Cl)CC1,-0.2,-0.8,6.3,98.8,0.0,0.4,4.5,96.5,-2.4
Cn1c(O)c(C=NCCN2CCOCC2)c(=O)n(C)c1=S,-1.3,2.6,3.3,116.8,1.0,17.8,2.8,119.4,-0.2
COC(=O)C1=C(c2cc3ccccc3o2)C[C@@H]2CC[C@H]1N2C,6.0,-3.2,.,99.8,2.0,20.2,14.6,104.0,.
Cc1nc2c(=O)n(C)c(=O)nc-2n(C)n1,6.7,5.3,66.4*,108.0,41.0*,3.6,-1.6,105.2,4.4
C[C@H]1CCCC(=O)CCCCCc2cc(O)cc(O)c2C(=O)O1,7.6,-1.4,-3.8,75.3,0.0,-17.4,8.1,87.7,-1.7
CCOc1ccc(C2C(C#N)=C(N)Oc3c2c(=O)oc2ccccc32)cc1 (stereo not given),7.1,5.1,-4.0,101.3,1.0,-0.7,7.8,.,-2.0
COc1ccc2c(c1O)-c1cccc3c1[C@@H](C2)N(C)CC3,1.1,5.8,1.9,93.0,1.0,46.6,1.9,97.9,-8.8
O=[N+]([O-])c1cc(-n2cnnn2)c(O)c([N+](=O)[O-])c1,7.0,2.4,1.3,96.5,12.0,6.1,-0.3,100.3,-4.3
O=C1/C(=C\c2cccnc2)N2CCC1CC2,3.3,7.6,1.0,103.0,2.0,2.3,-4.2,104.7,-1.5

# Complete entries, looked up by structure. Order of screens: Bcl-xL primary | GLD-1 RNA inh | Fam108B counter | CIT2-GFP yeast | GRK2 inh | VLA-4 inh | MCL1-BIM inh | AGP1 TOR yeast | MEX-5 binding
# Cc1nc2c(=O)n(C)c(=O)nc-2n(C)n1 across the screens: 6.7 | 5.3 | 66.4* | 108.0 | 41.0* | 3.6 | -1.6 | 105.2 | 4.4
# COc1ccc2c(c1O)-c1cccc3c1[C@@H](C2)N(C)CC3 across the screens: 1.1 | 5.8 | 1.9 | 93.0 | 1.0 | 46.6 | 1.9 | 97.9 | -8.8

# Screening results (PubChem)
